# Exocytosis inh – blocks lytic granule exocytosis; TALL-104 LAMP-1 surface exposure, flow cytometry; cells stimulated with thapsigargin and PMA; inhibition, % at 10 µM; 360,000 tested, 0.66% active; AID 651702;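 active means inhibition above about 55%, limit read from the data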
# NOD2 RIPK2 PPI – blocks binding of human NOD2 to RIPK2. O43353. CHO BLA complementation NOD2-RIPK2, CCF4 ratio. inhibition, % at 4.98 µM. 360,000 tested, 0.38% active; in the data active means inhibition above about 21%;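 further: 0% = vehicle only and 100% = reference blocker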
# NR5A2 inv ag – suppresses constitutive activity of human LRH-1 | inhibition, % at 3.6 µM | HEK293T StAR-luciferase reporter, LRH-1 transfected, 24 h | 360,000 tested, 0.13% active;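 active means inhibition above the mean inhibition of all tested compounds plus 3 SD, cut at about 73% in these data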;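 further: 0% = DMSO wells and 100% = reporter-only cells lacking LRH-1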
# ABHD5 PLIN5 PPI – ABHD5-PLIN5 protein interaction inhibition. Q00G26+Q8WTS1. Split G. princeps luciferase complementation, luminescence, 4 h. inhibition, % at 4 µM. 360,000 tested, 0.78% active. AID 602281;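 active means inhibition above the mean inhibition across every tested compound plus 3 SD, cut at about 22% in these data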;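 further: 0% = DMSO only wells and the 100% control is not disclosed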
# NR2F2 inh – NR2F2 (human) inhibition, primary screen; 370,000 tested, 0.7% active; inhibition, % at 8.6 µM; HEK293T NGFI-A luciferase reporter, luminescence; P24468;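 active means inhibition above a per-plate cutoff, mean inhibition of test wells between control levels plus 3 SD, cut at about 38% in these data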;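 further: cells cotransfected with COUP-TFII expression vector driving the NGFI-A reporter; 0% = median of COUP-TF2 test wells and 100% = reporter-only cells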
# NCOA3 inh – inhibitors of human steroid receptor coactivator 3 (SRC3). AID 588352. Q9Y6Q9. HEK293 GAL4-SRC3 luciferase reporter, luminescence. 360,000 tested, 0.17% active. inhibition, % at 3.6 µM;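 active means inhibition above a per-campaign cutoff, the mean of all compounds plus 3 SD, cut at about 60% in these data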;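 further: 0% = DMSO-treated cells and 100% = gossypol-treated cells at 36 µM; higher means less SRC3-driven luciferase light from the GAL4 reporter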
# TROY signal inh – blocks TROY-dependent signaling in reporter cells; Q293 LMP1-TROYcd NF-kB luciferase reporter, 4 h; inhibition, % at 10 µM; 360,000 tested, 0.98% active; AID 1347056;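 active means compounds whose plate-normalised and pattern-corrected inhibition of the luciferase reporter signal at the single screening dose is 50% or more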
# SRC2 inh – human SRC2 (NCOA2) inhibition | 370,000 tested, 0.17% active | inhibition, % at 9 µM | HEK293 GAL4-SRC2 luciferase reporter, luminescence | AID 651957 | Q15596;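 active means inhibition above the mean inhibition of all tested compounds plus 3 SD, set per campaign, cut at about 52% in these data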;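 further: 0% = DMSO treated cells and 100% = cells given Gossypol at 36 µM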
# Target sequence (Q15596 whole entry, looked up, the tested form may be a part): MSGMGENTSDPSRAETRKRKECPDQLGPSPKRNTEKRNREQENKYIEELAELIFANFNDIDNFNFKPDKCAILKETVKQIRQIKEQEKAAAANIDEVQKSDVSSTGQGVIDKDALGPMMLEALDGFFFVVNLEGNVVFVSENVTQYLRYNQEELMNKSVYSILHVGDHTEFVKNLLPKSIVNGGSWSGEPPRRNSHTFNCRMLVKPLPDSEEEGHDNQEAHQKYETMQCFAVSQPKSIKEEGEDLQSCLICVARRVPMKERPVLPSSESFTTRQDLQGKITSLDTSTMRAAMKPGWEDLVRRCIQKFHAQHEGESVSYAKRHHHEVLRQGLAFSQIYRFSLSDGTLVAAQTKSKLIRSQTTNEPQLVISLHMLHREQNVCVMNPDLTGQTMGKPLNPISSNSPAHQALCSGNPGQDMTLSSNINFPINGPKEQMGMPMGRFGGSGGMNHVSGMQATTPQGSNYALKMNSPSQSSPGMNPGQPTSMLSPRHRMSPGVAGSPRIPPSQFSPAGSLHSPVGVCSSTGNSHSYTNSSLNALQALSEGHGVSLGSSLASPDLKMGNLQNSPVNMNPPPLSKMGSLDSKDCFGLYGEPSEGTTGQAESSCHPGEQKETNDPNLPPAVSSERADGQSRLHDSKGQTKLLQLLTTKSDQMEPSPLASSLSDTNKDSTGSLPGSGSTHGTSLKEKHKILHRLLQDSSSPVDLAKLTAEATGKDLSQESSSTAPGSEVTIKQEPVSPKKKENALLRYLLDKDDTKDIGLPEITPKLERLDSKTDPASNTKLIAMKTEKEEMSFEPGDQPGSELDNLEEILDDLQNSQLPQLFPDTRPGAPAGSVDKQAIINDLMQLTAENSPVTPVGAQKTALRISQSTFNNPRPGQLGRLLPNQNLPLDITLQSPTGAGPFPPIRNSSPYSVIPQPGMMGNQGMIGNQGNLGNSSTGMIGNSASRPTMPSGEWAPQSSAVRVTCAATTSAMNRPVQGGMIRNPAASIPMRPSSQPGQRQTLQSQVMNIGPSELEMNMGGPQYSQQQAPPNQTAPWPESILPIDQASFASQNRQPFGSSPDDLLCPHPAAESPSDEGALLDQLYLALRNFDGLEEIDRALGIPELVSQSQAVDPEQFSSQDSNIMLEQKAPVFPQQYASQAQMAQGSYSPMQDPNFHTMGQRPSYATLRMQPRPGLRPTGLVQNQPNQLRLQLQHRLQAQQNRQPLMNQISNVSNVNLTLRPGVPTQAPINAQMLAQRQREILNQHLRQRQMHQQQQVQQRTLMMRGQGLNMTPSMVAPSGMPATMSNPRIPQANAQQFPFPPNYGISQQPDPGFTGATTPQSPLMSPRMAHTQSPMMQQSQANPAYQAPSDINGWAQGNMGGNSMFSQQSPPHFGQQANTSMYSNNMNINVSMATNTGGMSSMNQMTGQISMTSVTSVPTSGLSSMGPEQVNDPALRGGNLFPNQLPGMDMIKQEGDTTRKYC
# TLR9-MyD88 inh – inhibitors of human TLR9-MyD88 binding; inhibition, % at 4.98 µM; CHO BLA complementation TLR9-MyD88, CCF4 FRET ratio; 340,000 tested, 0.21% active;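 active means inhibition above the mean over all tested compounds plus 3 SD, cut at about 21% in these data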;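 further: 0% = DMSO only wells and 100% = clavulanate BLA inhibitor control wells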
# TWEAK Fn14 block – blocks TWEAK-Fn14 interaction in a reporter cell assay; 360,000 tested, 2% active; AID 1159606; TWEAK-stimulated Fn14 reporter cells, luciferase luminescence, 8 h; inhibition, % at 10 µM; in the data active means inhibition above about 50%
# SRC1 inh – inhibitors of human steroid receptor coactivator 1 (SRC1) | Q15788 | AID 588354 | inhibition, % at 3.6 µM | HEK293 GAL4-SRC1 luciferase reporter, luminescence | 360,000 tested, 0.12% active;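 active means inhibition above the campaign mean plus 3 SD, with each screening campaign given its own cutoff, cut at about 60% in these data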;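 further: 0% = DMSO treated cells and 100% = gossypol at 36 µM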
# * marks the source's active call; other numbers are inactive results; nt = no result given.
# Below each SMILES – Exocytosis inh	NOD2 RIPK2 PPI	NR5A2 inv ag	ABHD5 PLIN5 PPI	NR2F2 inh	NCOA3 inh	TROY signal inh	SRC2 inh	TLR9-MyD88 inh	TWEAK Fn14 block	SRC1 inh
Cc1cccc(NC2SC(=O)N(c3ccccc3)C2=O)c1 (stereo unspecified)
    1	-7	-19	2	-46	-4	-53	-50	-3	-11	-21
CC1Cc2ccccc2N1C(=O)Cn1cnc2ccccc2c1=O (stereo unspecified)
    -1	-2	12	3	-4	-2	-15	-11	5	4	4
CCOc1ccc(NC(=O)CSc2nnnn2CC(=O)O)cc1
    -3	-7	-4	-2	8	21	-10	-3	9	7	9
COc1ccc(C2CC(c3ccccc3)=NN2C(=O)c2ccc(F)cc2)cc1 (stereo unspecified)
    -2	6	-13	-6	-16	-19	-1	-4	-1	-11	-12
O=C(O)CSCc1nc2ccccc2[nH]1
    9	-3	9	2	-5	4	1	14	0	7	-4
CC1=C/C(=N\Nc2ccccc2[N+](=O)[O-])CC(C)(C)C1
    5	-5	14	1	7	8	58*	-22	-4	12	15
O=C(COc1ccccc1)N1CCN(c2nnc(-c3ccccc3)c3ccccc23)CC1
    4	15	-8	6	19	3	13	8	-22	44	-7
COC(=O)c1ccc2nc(-c3ccc(S(C)(=O)=O)cc3)cn2c1
    -4	9	-26	-2	-13	-76	-41	-17	-1	-3	-47
CCOC(=O)c1cccc(NC(=O)c2cc(C)nn2-c2ccccc2)c1
    -4	-13	15	7	20	6	-2	10	1	17	4
O=C(NCc1nc2ccccc2[nH]1)C1=C[C@H](c2ccccc2)C[C@H](OCCCCO)O1
    0	8	3	-3	1	8	1	-18	0	-7	-26
COC(=O)c1ccccc1OCC(=O)N1CCN(c2ccc(F)cc2)CC1
    -3	-1	-18	0	-2	0	17	-6	0	1	2
COc1cccc(Nc2nc(C(N)CCc3ccccc3)cs2)n1 (stereo unspecified)
    -4	4	-3	1	-2	-2	18	-16	nt	8	-27
COc1ccc(N2CCN(Cc3cc(=O)oc4cc(C)c(Cl)c(C)c34)CC2)cc1
    1	-14	15	10	2	3	-4	14	-13	-5	-13
COCCCNC(=O)c1cc(-c2cccnc2)nc2ccccc12
    -4	-1	7	7	0	-20	57*	16	2	30	-2
COc1cccc(C(c2ccccc2)N2C3CCC2CN(S(=O)(=O)c2ccc(F)cc2)CC3)c1 (stereo unspecified)
    -2	-3	-12	-2	-8	14	6	-4	4	20	-16
Cc1nc2nc(C)c(CCC(=O)N3CCN(c4ccccc4)CC3)c(C)n2n1
    0	-17	3	2	-4	0	-2	-11	0	-14	-18
CCN(CC)C(=O)CCCSc1nnc(Nc2ccccc2F)s1
    2	-1	-69	-8	-10	-76	-31	-53	-3	-29	-74
CSc1ccc(C#N)cc1NC(=O)c1cccnc1Cl
    -2	7	-3	3	-1	16	1	-9	6	10	-11
Cc1ccc2c(c1)N(CC(=O)N1CCCC1)C(=O)c1cccnc1O2
    1	-2	-4	2	-6	18	-13	-8	4	7	-1
CC1=C(C(=O)Nc2ccccc2)C(c2ccc3c(c2)OCO3)C2=C(CCCC2=O)N1 (stereo unspecified)
    0	-1	8	1	28	12	4	-16	-1	-10	-5

# Look-ups from the entries so far.
# COc1cccc(Nc2nc(C(N)CCc3ccccc3)cs2)n1 (stereo unspecified) @ TWEAK Fn14 block: 8
# CSc1ccc(C#N)cc1NC(=O)c1cccnc1Cl @ SRC1 inh: -11

# Next section
# Below each SMILES – Exocytosis inh	NOD2 RIPK2 PPI	NR5A2 inv ag	ABHD5 PLIN5 PPI	NR2F2 inh	NCOA3 inh	TROY signal inh	SRC2 inh	TLR9-MyD88 inh	TWEAK Fn14 block	SRC1 inh
CCn1c(SCC(=O)N2CCCCCC2)nc2ccccc2c1=O
    -6	0	21	1	3	14	-17	10	6	-7	22
COc1ccccc1N=NC1C(=O)N(C(N)=S)N=C1C (stereo unspecified)
    -4	-7	-6	2	-12	-10	6	2	-9	-14	6
COc1ccccc1-c1nn2c(-c3ccco3)nnc2s1
    15	0	-51	5	-45	-51	-78	-76	-14	-35	-45
O=C(COC(=O)c1cc[n+]([O-])cc1)Nc1ccc2c(c1)OCCO2
    4	-6	-11	1	-5	-12	-28	-8	-7	0	-14
COc1ccc(Cn2c(SCC(=O)NCc3ccco3)nc3ccsc3c2=O)cc1
    1	-4	15	3	8	-49	16	-27	4	2	-2
CN(C)c1ccc(-c2cccc(C3CC=CC4C3C(=O)N(Cc3ccccc3)C4c3ccc4ccccc4c3)c2)cc1 (stereo unspecified)
    6	-12	-1	-2	5	-30	-12	-2	-1	-7	-18
O=C(CN1C(=O)C2CC=CCC2C1=O)Nc1nc(-c2ccc(F)cc2)cs1 (stereo unspecified)
    -1	-11	-5	-1	0	-1	21	7	2	30	-5
CCOc1ccccc1NC(=O)c1sc2ncn(CC(=O)N3CCOCC3)c(=O)c2c1C
    15	-13	-3	3	5	5	10	-15	-2	-10	6
Cc1cc(CSc2ccccc2)ccc1NC(=O)c1cccc([N+](=O)[O-])c1
    -3	-4	22	2	16	5	-5	-3	-2	-48	1
CC(C)CN1CCC(Oc2cccc(C(=O)NCCc3ccccc3)c2)CC1
    1	-7	-7	-1	1	-13	5	-27	-16	-13	-29
COc1ccc(N2C(=O)CCC(C(=O)N3CCCCCC3)C2c2ccc(OC)c(OC)c2)cc1 (stereo unspecified)
    2	0	8	-7	-8	13	-9	6	3	-6	3
CCc1nc2ccc(C(=O)Nc3cccc(NS(C)(=O)=O)c3)cn2c1N(C=O)CCC(C)C
    -2	-3	-12	-1	6	19	-7	-17	nt	10	6
Cc1ccc(-c2nnc(CSc3nncn3N)o2)cc1
    -4	-6	1	0	-10	-7	-4	-6	-18	-18	-17
COC(=O)c1cccnc1NC(=S)NC(C)C
    1	-13	9	3	7	14	10	11	-3	34	6
O=C(COC(=O)CCC(=O)c1ccc(F)cc1)Nc1ccc(Cl)cn1
    -1	0	19	12	-3	9	-12	3	8	19	1
O=C(Nc1ccc2ccccc2c1)c1onc2c1CCCC2
    5	-2	-175	-3	-35	-69	16	-33	-1	57*	-140
COc1ccc(S(=O)(=O)N2CCN(Cc3cccnc3)CC2)cc1
    -1	-3	13	-1	6	5	-2	-3	-1	0	-24
CCN(CC(=O)Nc1c(F)cccc1F)C(=O)c1ccc(C(=O)c2ccccc2)cc1
    -2	-32	6	8	8	18	4	-8	3	-9	-12
COc1ccccc1/C=N/NC(=O)c1ccc(=O)n(C)c1
    -1	-15	2	3	2	3	4	-19	-9	-6	2
COc1cc(OCc2ccccc2)c(CC(=O)O)c([N+](=O)[O-])c1
    9	-8	3	-1	4	0	-33	10	9	-15	-3
Cc1ccc(-c2noc(-c3ccoc3C)n2)cc1
    3	-3	-7	4	-10	-45	-40	-36	1	-14	-46
CC1(C)N=C(N)N=C(N)N1c1ccc(Oc2ccc(Cl)cc2)c(Cl)c1
    -8	2	37	4	69*	23	11	14	-4	37	23
CCCN(CC(=O)Nc1ccccc1OC)C(=O)CCCN1C(=O)c2ccccc2C1=O
    -4	-6	-10	4	4	6	2	-16	-2	0	-22
CC(C)(C)c1ccc(C(=O)NCC(=O)OCN2C(=O)c3ccccc3C2=O)cc1
    2	2	11	-9	-1	10	-8	-1	1	-9	-3
Cn1c(N)c(C(=O)COC(=O)/C=C/c2cccc(Br)c2)c(=O)n(C)c1=O
    4	5	-1	-4	14	-11	8	-3	-2	2	-10
COc1cc(NC(=O)Nc2cc(C)on2)cc(OC)c1OC
    7	-5	5	-12	-5	3	2	26	4	-2	12
CC(=O)Nc1ccc(NC(=O)C(C)OC(=O)CC2CCCCC2)cc1 (stereo unspecified)
    2	-4	-2	-1	7	16	-7	-17	7	0	-6
COC(=O)c1cccc(NC(=O)CC2C(=O)NCCN2C(=O)Nc2ccccc2)c1 (stereo unspecified)
    -3	6	9	0	-13	12	-31	2	-3	-27	-6
COCCOC(=O)C1=C(N)Oc2c(oc(CO)cc2=O)C1c1ccccc1F (stereo unspecified)
    4	-5	-5	-4	2	15	-18	-11	2	-6	-1
CCOC(=O)C1CCCN(S(=O)(=O)c2nc3nc(C)cc(C)n3n2)C1 (stereo unspecified)
    -17	-9	21	11	3	0	-13	-20	3	12	12
COc1ccc(C(=O)NCc2nnc(SCC(=O)Nc3nnc(C)s3)o2)cc1
    3	5	14	-5	-10	19	-7	-10	5	-1	8
Cc1cc(C)c2ccc(=O)n(CC(=O)N/N=C/c3ccccc3Cl)c2n1
    -8	-3	7	-1	8	26	-11	3	-2	5	-4
COc1ccc(C(=O)OC(COc2ccccc2)Cn2ccnc2)cc1 (stereo unspecified)
    1	1	-2	-2	-14	10	3	10	-2	-5	-37
Cc1nnc(SCC(=O)N2CCN(S(=O)(=O)c3ccccc3)CC2)[nH]c1=O
    -4	-5	-2	-2	-11	15	-1	-10	0	-11	11
CC(C(=O)c1ccc(-c2ccccc2)cc1)[n+]1cccc(C(N)=O)c1 (stereo unspecified)
    2	2	3	-6	23	-4	-22	6	-9	-8	-5
Cc1nnc2c(NC3CCCCC3)nc3ccccc3n12
    -10	-8	-3	-1	-3	-1	-2	-10	6	13	-14
CCOCC(=O)Nc1cccc(SC)c1
    -5	-5	-1	-3	0	13	-32	-40	2	-17	-2
Cc1[nH]c2ccc(C(=O)N3CCN(Cc4ccccc4)CC3)cc2c1C
    -2	-5	-18	-11	-29	-20	8	-4	-12	-3	-31
Cc1cccc(C(=S)N2CCOCC2)n1
    0	6	19	-5	-2	4	-11	2	-2	10	-20
Cc1ccc(-n2c(=O)c3sccc3n(CC(=O)NCc3ccco3)c2=O)cc1F
    -1	-1	-4	7	5	5	-16	-28	6	-3	-20
Cc1cc(N)n(-c2ccc3ccccc3c2)n1
    -2	-9	-39	8	-20	-57	-27	-33	0	-17	-52
Cc1nn(-c2nnc(NCc3ccccc3)nn2)c(C)c1Br
    6	2	13	-6	-2	1	-25	-30	6	-6	-14
COc1ccc(NC(=O)c2ccc(NC(=O)C3CC3)cc2)cc1
    19	-13	-3	0	-4	-2	-9	-21	0	-2	-6
CCn1c(SCc2nc(-c3ccccc3)no2)nnc1-c1cccs1
    -1	-5	10	3	-3	4	-19	12	2	-3	-14
Cc1nn(C(C)C(=O)O)c(=O)c2c1sc1ccccc12 (stereo unspecified)
    7	-5	14	-1	1	3	4	8	2	-8	0
CCCCOc1ccc(C(=O)Nc2ccc(N3CCN(C)CC3)cc2)cc1
    54	7	-1	-3	-1	-21	8	-21	-5	-33	-4
C=CCc1cccc(/C=N/NC(=O)CNc2ccccc2OC)c1O
    -4	-8	3	0	1	19	30	-23	7	13	17
COc1ccc(/C=N/NC(=O)c2ccc(C)nc2)cc1O
    -9	-12	-2	0	-1	8	7	-2	-10	14	-12
COc1ccc(NS(=O)(=O)c2ccc3c(c2)N(C(C)=O)CCO3)cc1
    -2	-10	-5	2	8	0	2	7	-1	-14	-6

# A portion of the library; rates above refer to the full screens.
